CXCR6 block – inhibitors of human CXCR6 receptor; CHO-K1 PathHunter CXCR6 beta-arrestin, luminescence; 360,000 tested, 0.36% active; inhibition, % at 20 µM; AID 602244; O00574; in the data active = inhibition above about 34%, passing the limit was not always enough;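 also: antagonist mode with CXCL16 agonist at 10 nM final; 0% = 10 nM CXCL16 with DMSO and 100% = unstimulated wells without agonist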
CCR6 antag – CCR6 (human) receptor antagonism; P51684; CHO-K1 CCR6 PathHunter beta-arrestin, luminescence, CCL20-stimulated; inhibition, % at 20 µM; 340,000 tested, 0.49% active; AID 493098;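 active = compounds whose inhibition of the agonist-driven luminescence signal at 20 µM reaches about 50%, limit read from the data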;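 also: cells stimulated with CCL20 at 14 nM final; plate controls were DMSO with CCL20 for no effect and DMSO without agonist for full effect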
Target sequence (P51684 whole entry, looked up): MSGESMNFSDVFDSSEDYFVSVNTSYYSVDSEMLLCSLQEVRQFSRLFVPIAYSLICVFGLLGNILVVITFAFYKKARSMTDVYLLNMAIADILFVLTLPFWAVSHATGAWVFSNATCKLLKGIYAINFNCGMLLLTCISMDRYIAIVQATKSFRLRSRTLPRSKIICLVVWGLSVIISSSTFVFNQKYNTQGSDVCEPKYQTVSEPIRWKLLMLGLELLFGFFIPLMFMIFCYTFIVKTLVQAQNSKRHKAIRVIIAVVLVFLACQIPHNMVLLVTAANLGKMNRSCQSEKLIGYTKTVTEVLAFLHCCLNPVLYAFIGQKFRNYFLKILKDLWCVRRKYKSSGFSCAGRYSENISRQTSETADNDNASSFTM
APOBEC3A inh – inhibitors of human APOBEC3A DNA deaminase; P31941; recombinant A3A, FAM/TAMRA ssDNA deamination fluorescence; inhibition, % at 20 µM; 330,000 tested, 0.41% active;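 active = at least 40% inhibition at 20 µM here, with at most 30% in a related deaminase screen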;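 also: plate controls were A3A with DMSO for no effect and wells lacking A3A enzyme for full effect; some results filed as inactive read as strong as hits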
Target sequence (P31941 whole entry, looked up): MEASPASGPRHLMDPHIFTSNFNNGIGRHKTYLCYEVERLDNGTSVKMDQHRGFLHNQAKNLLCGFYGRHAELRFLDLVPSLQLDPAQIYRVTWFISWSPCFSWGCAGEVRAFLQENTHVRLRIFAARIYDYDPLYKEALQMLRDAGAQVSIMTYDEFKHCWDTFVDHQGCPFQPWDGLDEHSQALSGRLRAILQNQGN
NR3A LBD binder – NR3A (human) ligand-binding domain modulation; NR3A LBD differential scanning fluorimetry, Tm shift; 0% = protein alone, 100% = glycine-bound protein; Tm shift relative to glycine control, % at 25 µM; 340,000 tested, 2.5% active; AID 1259313;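 active = melting temperature shift of at least 10% of the positive control shift, at one fixed dose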
APOBEC3G inh – APOBEC3G (human) deaminase inhibition | Q9HC16 | recombinant A3G, ssDNA deamination FAM/TAMRA fluorescence | inhibition, % at 20 µM | 330,000 tested, 0.28% active | AID 493012;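 active = inhibition of at least 40% at 20 µM, with no more than 30% in the related APOBEC3A deaminase screen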;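 also: plate controls were DMSO wells with A3G for no effect and wells lacking A3G enzyme for full effect; some compounds called inactive have numbers as strong as hits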
Target sequence (Q9HC16 whole entry, looked up): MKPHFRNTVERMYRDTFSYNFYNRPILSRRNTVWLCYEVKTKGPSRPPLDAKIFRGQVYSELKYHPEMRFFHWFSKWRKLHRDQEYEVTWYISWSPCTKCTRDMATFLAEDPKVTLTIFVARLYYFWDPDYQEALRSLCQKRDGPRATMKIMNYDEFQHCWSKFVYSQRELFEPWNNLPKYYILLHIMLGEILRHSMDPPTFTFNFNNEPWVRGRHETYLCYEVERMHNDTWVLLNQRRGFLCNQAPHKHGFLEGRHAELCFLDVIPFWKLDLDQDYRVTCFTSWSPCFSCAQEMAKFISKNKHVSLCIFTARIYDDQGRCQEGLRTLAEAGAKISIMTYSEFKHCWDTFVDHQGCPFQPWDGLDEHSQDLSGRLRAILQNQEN
EBI2 block – blocks human EBI2 receptor beta-arrestin signaling. inhibition, % at 5 µM. EBI2 beta-arrestin recruitment, luminescence, 7a,25-OHC stimulated. 360,000 tested, 0.81% active. AID 651636. P32249; in the data active = inhibition above about 38%;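 also: enzyme fragment complementation signal reports receptor beta-arrestin coupling in cells; 0% = agonist plus DMSO wells and 100% = wells without agonist; some results beyond the cut were filed as inactive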
Gli-Sufu antag – antagonists of Gli-Sufu signaling | Sufu-KO-LIGHT fibroblasts, Gli luciferase reporter luminescence | inhibition, % at 5 µM | 340,000 tested, 0.74% active;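 active = inhibition above about 55%, limit read from the data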;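 also: 0% = DMSO-treated cells and 100% = wells with medium but no cells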
MPTP inh – blocks calcium-induced mitochondrial swelling. isolated mouse mitochondria, Ca2+ swelling absorbance, 30 min. inhibition, % at 10 µM. 360,000 tested, 1.4% active;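 active = inhibition of 50% or more, scaled per plate between neutral and stimulator controls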;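 also: 0% = DMSO wells given calcium and 100% = 1 mM EGTA wells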
* marks the source's active call; other numbers are inactive results; / = no result given.

The opening 4 compounds, ahead of the listing:
SMILES	CXCR6 block	CCR6 antag	APOBEC3A inh	NR3A LBD binder	APOBEC3G inh	EBI2 block	Gli-Sufu antag	MPTP inh
CC(C)C(=O)Nc1ccc(Br)cc1Cl	-2	8	-5	1	-8	-8	-6	2.2
O=C1N[C@@H](Cc2ccccc2)COC(=O)[C@H](Cc2ccc(F)cc2)CC/C=C/C[C@H]1CC(=O)N(CCO)Cc1ccccc1	18	19	3	-11	-7	7	4	0.9
COc1ccccc1CNC(=O)CCCNC(=O)Cn1cnc2sc(C)c(C)c2c1=O	3	2	-4	1	-13	4	-14	-2.3
COC(=O)c1ccc(Oc2nc(NC(C)C)nc(SC)n2)cc1	0	31	-4	0	-7	-11	3	2.2

Main list (from the top)
SMILES	CXCR6 block	CCR6 antag	APOBEC3A inh	NR3A LBD binder	APOBEC3G inh	EBI2 block	Gli-Sufu antag	MPTP inh
CC(C)C(=O)Nc1ccc(Br)cc1Cl	-2	8	-5	1	-8	-8	-6	2.2
O=C1N[C@@H](Cc2ccccc2)COC(=O)[C@H](Cc2ccc(F)cc2)CC/C=C/C[C@H]1CC(=O)N(CCO)Cc1ccccc1	18	19	3	-11	-7	7	4	0.9
COc1ccccc1CNC(=O)CCCNC(=O)Cn1cnc2sc(C)c(C)c2c1=O	3	2	-4	1	-13	4	-14	-2.3
COC(=O)c1ccc(Oc2nc(NC(C)C)nc(SC)n2)cc1	0	31	-4	0	-7	-11	3	2.2
CN1OC[C@@H]2CN(Cc3cc(Cl)cc(Cl)c3)[C@H](c3cccc(Oc4ccccc4)c3)C[C@@H]21	0	28	/	4	/	12	1	-0.7
O=[N+]([O-])c1ccc2nc(C3CCCCC3)[nH]c2c1	4	17	-7	-2	-7	3	21	14
O=C(Cc1cccc2ccccc12)Nc1ccc(OC(F)F)c(Cl)c1	-12	7	-3	23*	-10	5	0	85*
CCOC(=O)c1ccc(NC(=O)CN2C(=O)CSCC2=O)cc1	2	12	9	-4	-2	3	-27	0.9
N#Cc1ccsc1NC(=O)C1CCN(S(=O)(=O)c2cccs2)CC1	-2	5	-3	0	-14	-4	-4	1.5
CCCCCCCCOC(=O)C(NC(=O)CCC(=O)Nc1ccc(S(N)(=O)=O)cc1)C(O)c1ccccc1 (centres undefined)	1	13	1	-2	1	13	6	-2.6
Cc1c(C(=O)NC2CCN(Cc3ccccc3)C2)oc2ccc(Br)cc12 (centres undefined)	10	-3	-3	-6	-18	11	-9	-1.3
O=C(CN1CCOCC1)Nc1ccccc1NC(=O)C1CCN(c2ncccn2)CC1	-6	2	-1	1	-7	-3	1	-0.5
CNC(=O)CSc1nc2ccccc2c(=O)n1C1CCCCC1	1	-16	-5	-1	10	-11	1	0.6
Cc1ccc(-c2nc3ccccc3c(=O)o2)cc1	4	10	-7	3	-4	-10	-40	-0.6
CCOC(=O)C1CCN(C(=O)COC(=O)CSc2ccc([N+](=O)[O-])cc2)CC1	-10	0	1	6	-9	-3	-7	-0.1
N=c1c(C(=O)NC2CCCCC2)cc2c(=O)n3ccccc3nc2n1Cc1ccccc1	22	8	-4	-4	-2	12	15	-1.2
COc1ccc(N2CCN(c3ccc(NC(=O)NN)cc3)CC2)cc1	0	14	-7	1	-9	0	1	-0.7
O=C(O)c1cc(=O)c2ccccc2[nH]1	-1	-5	3	-3	-6	-3	-30	0.1
C=CCN(c1ccccc1OC)S(=O)(=O)c1cccc(C(=O)NCC(c2ccc(OC)cc2)N2CCCC2)c1 (centres undefined)	8	22	/	-1	/	8	9	-0.2
O=C(OCc1ccc(-c2ccccc2)cc1)c1cccc(O)c1	-1	3	-1	9	-11	9	-60	0.8
N#CC1C(=O)NC(N2CCN(c3ccccc3)CC2)=NC12CCCCC2 (centres undefined)	-1	-2	-5	0	-6	5	-6	-1.3
CCN(CC)c1ccc(-c2nn3c(-c4cccnc4)nnc3s2)cc1	11	10	/	-1	/	23	9	7.3
CCOC(=O)C1CCCCN1C(=O)CCn1nnnc1CN1CCOCC1 (centres undefined)	-7	7	1	1	-3	-15	4	-0.3
COc1cc(OC)c2c(-c3ccccc3)cc(=O)oc2c1C(CCN1CCCC(C)C1)c1ccc(N(C)C)cc1 (centres undefined)	3	-11	-1	-2	-9	-8	14	1.7
COCCNC(=O)c1onc(CS(=O)(=O)c2cc(C)cc(C)c2)c1C(=O)NCCOC	-11	4	3	0	0	-4	8	0.0

Structures listed above marked active in NR3A LBD binder.
mol | CXCR6 block | CCR6 antag | APOBEC3A inh | NR3A LBD binder | APOBEC3G inh | EBI2 block | MPTP inh
O=C(Cc1cccc2ccccc12)Nc1ccc(OC(F)F)c(Cl)c1 | -12 | 7 | -3 | 23* | -10 | 5 | 85*

The results go on:
SMILES	CXCR6 block	CCR6 antag	APOBEC3A inh	NR3A LBD binder	APOBEC3G inh	EBI2 block	Gli-Sufu antag	MPTP inh
CN(C1CCCCC1)S(=O)(=O)c1cccc(C(=O)OCC(=O)NC2CCCc3ccccc32)c1 (centres undefined)	2	7	-2	-13	-7	24	5	-8.5
CCC(C(=O)Nc1ccc(C(=O)Nc2ccccc2C(=O)O)cc1)c1ccccc1 (centres undefined)	2	1	-2	5	-5	-7	-1	0.1
CCOc1ccc(C2CC(c3cccc(OC)c3)Nc3ncnn32)cc1 (centres undefined)	2	-18	2	-3	3	-5	20	-1.3
COc1ccc(-c2c(C)c3ccc(O)cc3oc2=O)cc1OC	-10	3	-8	0	-9	-7	-2	-1.8
COc1cscc1C(N)=O	-6	-2	2	2	-2	-3	2	0.1
CCOc1ccc(N2C(=O)CC(N3CCc4ccccc43)C2=O)cc1 (centres undefined)	0	14	-3	0	-6	3	-1	-0.2
O=C(NCC(c1ccco1)N1CCc2ccccc21)c1cccc([N+](=O)[O-])c1 (centres undefined)	6	12	-1	-5	-5	15	3	0.4
CC(=O)Nc1ccccc1C(=O)C(=O)Nc1ccccc1	3	-7	-3	-1	-6	-5	-28	-1.1
Cc1ccc(-c2nc3c(c(=O)c4ccccc4n3C)c(=O)n2-c2ccc(F)cc2)cc1	7	9	-3	-6	-4	5	-7	5.3
CCN(CC)c1ccc2cc(-c3nnc(-c4ccncc4)o3)c(=O)oc2c1	1	-6	/	-3	/	1	-47	-2.9
COc1ccc(-c2cc3c(=O)n(CC(=O)NCCCN4CCC(Cc5ccccc5)CC4)ncn3n2)cc1	3	21	-4	-3	-10	6	37	85*
O=C1CCCN1CN(C(=O)c1ccccc1)c1ccccc1	-4	17	4	0	29	-6	-12	-0.4
COc1nccnc1NS(=O)(=O)c1ccc(NC(=S)NC(=O)c2cccc(F)c2)cc1	17	17	4	6	-2	-1	2	0.0
N#CCC(=O)Nc1ccc(C(=O)OCC(=O)Nc2sc3c(c2C#N)CCCC3)cc1	-5	11	-3	7	-9	-1	-9	0.2
O=C(N/N=C/c1c(F)cccc1Cl)c1ccc(Cn2cc(Br)cn2)o1	-5	17	-4	-5	-4	2	-7	-4.7
COc1cc(NS(=O)(=O)c2ccc(NC(=O)c3ccco3)cc2)nc(OC)n1	4	9	1	1	1	-7	6	-0.7
COc1ccc(C2CC(c3ccccc3)=NN2C(=O)COC(=O)c2cccc(S(=O)(=O)N(C)C)c2)cc1 (centres undefined)	-1	6	-5	0	-7	8	-7	-0.3
CCOC(=O)C(=CNc1ncccc1C)C(=O)OCC	-3	11	-4	0	-8	-2	2	0.2
COCCN(C(=O)CSc1nnc(-c2ccco2)n1C)c1c(N)n(CC(C)C)c(=O)[nH]c1=O	3	11	-3	0	-2	4	-9	-0.1
NC(=O)c1cnn(-c2cccc(Cl)c2)c1N	-2	4	0	-1	1	6	-10	0.0
CCOC(=O)[C@H]1[C@H]2COc3ccc(C)cc3[C@@H]2N2C(=O)CN(C)C(=O)[C@@]12C	-1	4	/	3	/	-6	-14	-0.3
O=C(CCNC(=O)c1ccc([N+](=O)[O-])cc1)NNC(=O)c1ccccc1F	-8	6	-4	0	-5	-1	-5	0.4
Cc1ccccc1-n1nc2c(c1NC(=O)c1c(-c3ccccc3Cl)noc1C)CSC2	6	2	-2	-1	-7	-6	3	3.8
O=C(CCc1nc2sc3c(c2c(=O)[nH]1)CCCC3)Nc1ccccc1Cl	-2	9	2	1	0	3	-14	0.0
CCOc1ccc(CCNC(=O)CS(=O)(=O)Cc2nc(-c3ccc(OC)cc3)oc2C)cc1	9	-8	7	-2	6	9	41	0.0

Three of the entries above in order of the MPTP inh value, highest first:
SMILES	MPTP inh
COc1ccc(-c2cc3c(=O)n(CC(=O)NCCCN4CCC(Cc5ccccc5)CC4)ncn3n2)cc1	85*
COCCN(C(=O)CSc1nnc(-c2ccco2)n1C)c1c(N)n(CC(C)C)c(=O)[nH]c1=O	-0.1
N=c1c(C(=O)NC2CCCCC2)cc2c(=O)n3ccccc3nc2n1Cc1ccccc1	-1.2

Continuation.
SMILES	CXCR6 block	CCR6 antag	APOBEC3A inh	NR3A LBD binder	APOBEC3G inh	EBI2 block	Gli-Sufu antag	MPTP inh
O=C(CNC(=O)c1ccc(Cl)cc1)OCN1C(=O)c2ccccc2C1=O	1	-11	-4	4	-6	13	10	-0.2
CSCc1ccc(C(=O)NCc2ccc(C)cc2)cc1	6	11	2	0	1	64*	-7	0.8
O=C(O)CSc1ccccn1	1	11	7	-2	2	8	1	-2.5
O=C(NCc1ccccc1Cl)C1CCN(C(=O)c2sccc2-n2cccc2)CC1	-1	15	1	-1	5	9	2	1.9
Cn1nc(C(F)(F)F)c2cc(C(=O)Nc3ccc(F)cc3)sc21	0	12	-4	0	-4	15	14	26
CSCCC(C(=O)OC1CCOC1=O)N1C(=O)c2ccccc2C1=O (centres undefined)	5	8	-6	0	-11	-12	-1	-0.7
CCOc1ccc(CN(C)CC(=O)Nc2cccc(S(=O)(=O)N(C)c3ccccc3)c2)cc1	-9	11	0	-1	-5	7	9	1.7
O=C(Nc1cc(S(=O)(=O)N2CCOCC2)ccc1OCC(F)(F)F)C1=COCCO1	9	9	2	0	-2	2	-5	0.2
Cc1ccc(NC(=O)C(NCc2ccccn2)c2ccccc2)cc1 (centres undefined)	0	11	-1	0	-1	-4	-4	1.6
CCc1ccc(C(=O)COC(=O)CNC(=O)COc2ccccc2)cc1	3	-3	0	2	-4	-4	-10	0.7
CC(C)(C)C1CCC(=NNc2ccc(S(N)(=O)=O)cc2[N+](=O)[O-])CC1 (centres undefined)	12	8	-2	16*	-7	-13	0	7.1

Bioassay records deposited in PubChem BioAssay by Sanford-Burnham Center for Chemical Genomics.
